Bioassay records deposited in PubChem by several laboratories.
STEP inh = STEP (human) phosphatase inhibition; P54829; recombinant STEP, OMFP fluorogenic substrate, fluorescence; inhibition, % at 20 µM; hit rate 0.25% among 360,000; AID 588621;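 active = inhibition at 20 µM, scaled per plate between control wells, above about 37%, limit read from the data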;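 also: 0% = DMSO with enzyme and substrate and 100% = substrate only without enzyme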
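material = STEP tyrosine phosphatase | reagent = fluorogenic phosphatase substrate OMFP at 25 µM final | doses = single compound dose of 20 µM, 1% DMSO final | schedule = 20 min reaction, room temperature, in the dark | measured by = fluorescence, 480/540 nm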
Scp1 inh = inhibitors of human Scp-1 phosphatase. Q9GZU7. Recombinant Scp1, phosphopeptide, malachite green phosphate absorbance. inhibition, % at 20 µM. hit rate 0.88% among 340,000;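 active = inhibition above about 50% at 20 µM, limit read from the data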;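 also: plate controls were DMSO wells with enzyme for no effect and wells lacking enzyme for full effect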
Target sequence (Q9GZU7 76-261 limits assumed): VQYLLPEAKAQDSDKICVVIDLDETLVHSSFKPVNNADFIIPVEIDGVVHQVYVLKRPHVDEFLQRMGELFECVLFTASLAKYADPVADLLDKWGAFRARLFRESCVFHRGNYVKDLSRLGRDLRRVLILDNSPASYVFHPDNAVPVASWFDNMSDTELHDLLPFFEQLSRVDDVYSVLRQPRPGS
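Material: truncated SCP-1 phosphatase (76-261aa) / Buffer or medium: 50 mM Tris acetate pH 5.5, 0.005% Tween-20, 10 mM MgCl2 / Compound dosing: one concentration, 20 µM, with 1.0% DMSO / Incubation: 45 min room-temperature reaction, 5 min colour, 30 min stabiliser / Detection: colorimetric free-phosphate detection, absorbance 630 nm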
SUMO1-SIM PPI = modulators of human SUMO1-mediated protein-protein interactions; inhibition, % at 20 µM; SUMO1 binding to a labelled peptide, TR-FRET, 1 h; hit rate 0.33% among 360,000; AID 602429; P63165; in the data active = inhibition above about 37%
Target sequence (P63165 whole entry, looked up): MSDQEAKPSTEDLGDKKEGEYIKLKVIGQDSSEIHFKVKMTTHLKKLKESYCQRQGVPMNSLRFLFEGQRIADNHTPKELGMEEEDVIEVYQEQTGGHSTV
Rpn11 block = inhibitors of human proteasome Rpn11; calls only at 20 µM; AID 588493; human 26S proteasome, Ub4-pepOG fluorescence polarization; 20S core pre-blocked with epoxomicin; O00487; hit rate 0.59% among 360,000;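 active = inhibition at 20 µM, scaled to each plate's controls, above about 33%, limit read from the data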
CSN deneddyl inh = blocks human CSN-mediated cullin deneddylation; Q92905; Purified CSN, SCF-Nedd8-OG deneddylation, fluorescence polarization; inhibition, % at 12.5 µM; hit rate 0.38% among 360,000;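 active = pattern-corrected inhibition above about 35%, with an unprinted fluorescence ratio check between 0.5 and 1.5, limit read from the data, passing the limit was not always enough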;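 also: 0% = enzyme with substrate and 100% = substrate without enzyme; some results filed as inactive read as strong as hits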
Target sequence (Q92905 whole entry, looked up, one chain of several): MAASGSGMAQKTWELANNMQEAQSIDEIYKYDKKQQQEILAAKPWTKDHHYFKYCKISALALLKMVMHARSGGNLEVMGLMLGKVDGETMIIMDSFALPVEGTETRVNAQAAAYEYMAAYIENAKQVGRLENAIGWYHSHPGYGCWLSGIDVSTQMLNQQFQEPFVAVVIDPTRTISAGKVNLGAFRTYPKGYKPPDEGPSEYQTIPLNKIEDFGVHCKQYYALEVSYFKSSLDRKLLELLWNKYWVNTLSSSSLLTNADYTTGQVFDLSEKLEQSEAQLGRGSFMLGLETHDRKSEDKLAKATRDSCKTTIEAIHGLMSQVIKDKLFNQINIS
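test system = HEK293T-derived human Csn5 enzyme | amount = 0.24 nM Csn5 enzyme, final concentration | medium = Tris/NaCl/DTT buffer, pH 7.5 | schedule = 90 min reaction at room temperature | signal = FP | evaluation = inhibition of Csn5 cleavage, % | compound dosing = single dose of 12.5 µM compound with 0.25% DMSO | probe or stimulus = 10 nM SCFSkp2-Nedd8OG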
DNMT1 block = inhibitors of human DNMT1; P26358; hit rate 0.83% among 360,000; inhibition (reported as % activation of signal), % at 10 µM; DNMT1 molecular beacon, Hinp1I cleavage, fluorescence; in the data active = inhibition above about 50%
LMPTP inh = blocks human LMPTP phosphatase; AID 651560; inhibition, % at 20 µM; recombinant LMPTP-A, OMFP fluorogenic substrate, fluorescence intensity; P24666; hit rate 0.22% among 360,000;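 active = compounds that cut the enzyme signal by at least half of the control window in the single-dose screen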;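 also: plate controls were DMSO wells with enzyme plus substrate for no effect and substrate without enzyme for full effect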
Target sequence (P24666 whole entry, looked up): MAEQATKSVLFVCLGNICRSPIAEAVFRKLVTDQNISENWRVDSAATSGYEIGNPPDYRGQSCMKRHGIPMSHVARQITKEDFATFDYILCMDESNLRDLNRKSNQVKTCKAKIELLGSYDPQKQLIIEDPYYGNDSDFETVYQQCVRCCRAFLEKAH
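Material: LMPTP-A; amount: 0.625 nM enzyme; doses: single 20 µM dose; times: reaction 50 min, room temperature, dark; technique: fluorescence intensity of OMFP turnover product; benchmarks: no-enzyme and uninhibited controls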
NadD inh = NadD (S. aureus) enzyme inhibition; purified NadD enzyme, colorimetric absorbance read-out; inhibition, % at 20 µM; hit rate 0.78% among 360,000; AID 602399; in the data active = inhibition above about 26%; also: some compounds past the cut are filed as inactive
TbMetRS inhib = Trypanosoma brucei MetRS inhibition; hit rate 0.4% among 360,000; inhibition, % at 11.9 µM; purified T. brucei MetRS, ATP depletion, Kinase-Glo luminescence; AID 624268;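 active = inhibition above a per-plate cutoff of the control wells' mean inhibition plus 3 SD, cut at about 5.5% in these data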;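 also: 0% = DMSO wells median and 100% = median of wells with control inhibitor compound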
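Dosing: 11.9 µM single point; system: parasite MetRS enzyme; technique: luminescence of leftover ATP; times: 15 min enzyme-compound preincubation, 2 h reaction, 10 min detection, 25 °C; replicates: each compound tested once; read-out basis: percent inhibition relative to median high and low control wells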
MLLE-PAM2 inh = blocks PAM2 peptide binding to the PABP1 MLLE domain; GST-MLLE / FITC-PAM2 fluorescence polarization; inhibition, % at 20 µM; hit rate 0.36% among 360,000; AID 588489; in the data active = inhibition above about 35%, passing the limit was not always enough;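 also: plate controls were DMSO wells with GST-MLLE for no effect and wells lacking GST-MLLE protein for full effect; some results filed as inactive read as strong as hits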
Active calls of the source: *; i = inactive; · = no result given.

STEP inh	Scp1 inh	SUMO1-SIM PPI	Rpn11 block	CSN deneddyl inh	DNMT1 block	LMPTP inh	NadD inh	TbMetRS inhib	MLLE-PAM2 inh	canonical_smiles
-2	0	15	i	-2	3	-0.8	5	-0.1	-1	CCc1ccccc1N(CC(=O)NC(C)(C)CC)C(=O)CCC(=O)Nc1nccs1
·	·	3	·	-1	·	0.3	10	-0.4	·	COc1cccc(-c2nc3nc(C)cc(C)n3c2Nc2ccc3c(c2)OCCO3)c1
0	-8	-3	i	-18	7	1.1	2	-1.0	29	COC(=O)c1ccccc1NC(=S)NC(=O)COc1ccc(C(C)C)cc1
-1	-5	-9	i	0	0	-1.0	7	1.0	9	CC1=C(C(=O)OCC2CCCO2)C(c2ccc(C)cc2)C2=C(CCCC2=O)N1 (centres undefined)
1	7	-2	i	0	3	-0.2	-1	0.0	-8	CC(C)c1ccc(NC(=O)c2ccc(NS(C)(=O)=O)cc2)cc1
4	-6	3	i	-2	3	-0.7	-5	1.8	17	N#CC(C#N)=C(N)CSc1cccc[n+]1[O-]
-1	5	-27	i	8	-6	-0.3	-3	0.1	10	O=C1c2ccccc2-c2nccnc21
1	·	3	i	0	-3	-1.6	-1	0.1	-3	COc1cccc(CN(C)C(=O)CC[C@H]2O[C@@H](n3cnc4c(NC(=O)c5ccccc5)ncnc43)[C@H](O)[C@@H]2O)c1
3	3	0	i	5	-5	-0.9	3	0.4	-28	COc1ccc(CCNC(=S)Nc2ccc(OC)cc2)cc1
0	1	5	i	2	1	0.5	1	0.0	2	O=S(=O)(NCc1cccs1)c1ccc(Br)cc1
0	-10	7	i	-1	-1	1.2	-5	-0.1	12	O=C(NCCSc1ccccc1)c1ccccc1F
0	1	-8	i	-1	3	-1.1	-2	-1.3	-3	Cc1ccccc1NC(=O)CCc1c(C)nn(-c2ccc(N3CCCCC3)nn2)c1C
3	-8	6	i	0	-4	0.3	0	0.5	8	COc1ccccc1NC(=O)c1ccc(-c2nn(C)c(=O)c3ccccc23)cc1
-1	-2	-1	i	1	-6	0.6	-3	-0.4	0	COc1ccc(CN2CCN(C(=O)CCC(=O)Nc3nnc(C4CCCCC4)s3)CC2)cc1F
-4	-3	2	i	2	1	-1.7	-4	-1.6	10	Cc1cnc(CN(C)C(=O)C2CCC(=O)N(CCc3ccccc3)C2)[nH]1 (centres undefined)
-1	-8	-25	i	4	0	0.0	0	-0.3	-12	COc1ccc(NC(=O)c2cc3ccc(O)cc3o/c2=N\O)cc1
0	3	-17	i	2	0	-2.8	0	-0.2	8	O=C(O)c1nnn(-c2ccc([N+](=O)[O-])cc2)c1-c1ccccc1
-17	5	-15	i	-75	19	-3.3	14	-0.4	101	CC1(C)CCN2CCC(C)(C)c3c(O)ccc1c32
2	-8	-28	i	0	-3	1.6	-2	0.7	0	NC(=O)c1cc([N+](=O)[O-])ccc1NCC1CCCCC1
-1	-3	-6	i	5	1	0.7	-4	-0.3	-2	COc1ccc(C(=O)NCCCNC(=O)c2cccnc2)cc1OC

In the list so far, two have an aryl thioether with sulfur outside any ring.
STEP inh	Scp1 inh	SUMO1-SIM PPI	Rpn11 block	CSN deneddyl inh	DNMT1 block	LMPTP inh	NadD inh	TbMetRS inhib	MLLE-PAM2 inh	canonical_smiles
4	-6	3	i	-2	3	-0.7	-5	1.8	17	N#CC(C#N)=C(N)CSc1cccc[n+]1[O-]
0	-10	7	i	-1	-1	1.2	-5	-0.1	12	O=C(NCCSc1ccccc1)c1ccccc1F

Quoted at random: 5 records from the list, in no set order.
STEP inh	Scp1 inh	SUMO1-SIM PPI	Rpn11 block	CSN deneddyl inh	DNMT1 block	LMPTP inh	NadD inh	TbMetRS inhib	MLLE-PAM2 inh	canonical_smiles
1	7	-2	i	0	3	-0.2	-1	0.0	-8	CC(C)c1ccc(NC(=O)c2ccc(NS(C)(=O)=O)cc2)cc1
2	-8	-28	i	0	-3	1.6	-2	0.7	0	NC(=O)c1cc([N+](=O)[O-])ccc1NCC1CCCCC1
-1	-5	-9	i	0	0	-1.0	7	1.0	9	CC1=C(C(=O)OCC2CCCO2)C(c2ccc(C)cc2)C2=C(CCCC2=O)N1 (centres undefined)
-2	0	15	i	-2	3	-0.8	5	-0.1	-1	CCc1ccccc1N(CC(=O)NC(C)(C)CC)C(=O)CCC(=O)Nc1nccs1
-1	-8	-25	i	4	0	0.0	0	-0.3	-12	COc1ccc(NC(=O)c2cc3ccc(O)cc3o/c2=N\O)cc1

More entries follow:
STEP inh	Scp1 inh	SUMO1-SIM PPI	Rpn11 block	CSN deneddyl inh	DNMT1 block	LMPTP inh	NadD inh	TbMetRS inhib	MLLE-PAM2 inh	canonical_smiles
8	-4	2	i	-4	7	-0.3	-3	0.9	-3	CCCCNC(=O)C(=O)N/N=C/c1ccc(OCc2ccccc2)cc1
-1	-5	-2	i	4	5	-0.6	-5	-1.1	-8	Cc1cccc(NC(=O)C2CCCN(S(=O)(=O)c3cccc4nonc34)C2)c1 (centres undefined)
0	-5	0	i	8	2	1.2	1	-0.2	-5	COC(=O)c1ccc(C(C(=O)NCc2ccccc2)N(Cc2cccs2)C(=O)c2cnccn2)cc1 (centres undefined)
0	3	0	i	1	3	-0.1	-1	-0.2	0	Cc1ccc(/C=N/Nc2ccc(C(=O)O)cc2)s1
1	1	-1	i	-2	0	-3.0	2	-0.3	-11	Cn1c(SCC(=O)O)nc2sc3c(c2c1=O)CCC3
2	3	6	i	-3	1	-0.3	-4	-0.9	7	CCN(CC)CCNC(=O)c1ccc(NC(=O)c2ccc(F)cc2)cc1
3	-7	2	i	-3	0	0.8	-5	-1.4	-5	CCOC(=O)CSc1cc(CS(=O)c2ccc(Cl)cc2)nc(-c2ccccc2)n1 (centres undefined)
12	20	-1	i	0	-4	16	16	0.0	-17	O=C1N=c2ccccc2=C1c1sc(Nc2cccc(O)c2)nc1O
-10	1	-2	i	-2	4	-1.0	2	-0.6	6	CCn1c(SCc2c(F)cccc2Cl)nnc1-c1ccco1
-2	2	0	i	-9	0	0.9	2	-0.5	-7	Cc1cccc(OCC(=O)Nc2ccc(S(=O)(=O)Nc3ccccn3)cc2)c1
5	-8	-16	i	5	-2	2.0	11	-0.1	-5	CC(C)(C)c1ccc(OC(=O)c2ccc3nsnc3c2)cc1
1	-5	4	i	2	-2	-1.3	0	-0.6	6	Cc1ccc(SCC2CNc3nc4ccccc4c(=O)n32)c(C)c1 (centres undefined)
-2	-7	3	i	0	-2	-0.1	0	0.2	4	Cc1ccccc1C(=O)Nc1ccnn1C1CCN(C(=O)C2CCOC2)CC1 (centres undefined)
1	-6	1	i	-4	-4	-1.9	-1	-0.3	17	CCN(CC(=O)NCc1cccs1)S(=O)(=O)c1cccc(C(C)=O)c1
-4	-6	4	i	-3	0	0.8	2	0.3	3	CCN(CCn1cccn1)C(=O)c1cc(COc2ccc(F)c(F)c2)on1
0	-9	2	i	2	2	2.1	-2	-1.1	0	COc1ccc(-c2c(S(=O)(=O)c3ccccc3)cnn2-c2ccccc2)cc1
1	-12	-25	i	5	5	-0.5	0	0.0	5	O=C(NNC(=O)c1ccc([N+](=O)[O-])cc1)c1ccc(NS(=O)(=O)c2cccs2)cc1
5	-3	4	i	-6	-1	-5.3	-2	-0.7	6	COc1cc(C2C(C(C)=O)=C(O)C(=O)N2CCN(C)C)ccc1O (centres undefined)
4	-5	3	i	0	-11	3.4	2	0.7	4	CCN(CC)C(=O)CSc1nc2cc(OC)c(OC)cc2c(=O)n1Cc1ccc(Cl)cc1
-1	-3	-4	i	2	2	-0.1	1	-0.3	-6	O=C1C2(c3ccccc3)CN(CCCO)CC1(c1ccccc1)CN(CCCO)C2
7	-13	4	i	8	6	0.4	8	-0.2	15	CCCCN1C(=O)/C(=c2\sc3nc(=O)c(-c4ccccc4)nn3c2=O)c2ccccc21
-1	-10	0	i	3	-1	0.5	-11	-0.4	5	CCOc1ccccc1NC(=O)c1ccc(S(=O)(=O)N(C)c2ccccc2)cc1
3	1	2	i	1	32	2.3	27	-0.4	-1	COC(=O)c1cccc(C23CC4(C2)[C@H](CN(Cc2ccc(C(F)(F)F)cc2)[C@@H]4c2ccccc2)C3c2ccccc2)c1 (some centres undefined)
2	-4	5	i	-5	4	-1.3	6	-0.2	-1	CC(O)CSc1nc2c(c(=O)[nH]c(=O)n2C)n1Cc1ccccc1 (centres undefined)
1	4	-1	i	0	1	-1.1	0	2.4	3	Cn1c(SCc2nc3ccccc3[nH]2)nnc1-c1ccccn1
1	·	9	i	4	37	3.1	29	0.1	-19	Cc1cc2nc(-c3ccc(Cl)cc3)c(Cc3cccc(F)c3)n2c(C)c1Br
0	-9	0	i	3	5	0.0	-14	-0.1	8	COc1ccnc(Oc2ccccc2)c1C(=O)N/C=N/OCc1ccccc1F
0	-7	0	i	0	-2	2.2	4	-1.1	-11	COc1ccc2cc(C(=O)N3CCN(c4cccc(C)c4C)CC3)[nH]c2c1
2	-2	24	i	5	2	-0.5	8	-0.6	-2	CN(Cc1ccccc1)Cc1nc2c(c(=O)n(C)c(=O)n2C)n1CCCc1ccccc1
0	-5	2	i	-3	0	-0.7	4	-0.1	-5	CCNC(=O)OCCC12CC3CC(CC(C3)C1)C2
2	5	-1	i	6	2	0.6	-1	0.2	-6	O=C(NCCc1nnc2ccc(NCc3ccccc3Cl)nn12)c1ccccc1
0	-10	-4	i	-3	-4	2.1	7	-1.2	3	C=CCN1C(=O)C(Cc2ccc(F)cc2)S/C1=N/N=C/c1cccs1 (centres undefined)
-3	-17	1	i	2	0	-0.2	-9	-0.1	7	COC(=O)c1cn(NC(=O)Cn2nc([N+](=O)[O-])c(Cl)c2C)c(=O)c2ccccc12
